Screening results (PubChem BioAssay)
KinaseGlo FLuc = blocks Kinase-Glo luciferase, a counter-screen artifact. Q27757. Kinase-Glo luciferase, ATP luminescence, 8 min. Potency, µM (doses to about 38.3 µM), inactives show top-dose activity change, negative = inhibition, hits mostly inhibitors. hit rate 0.28% among 200,000. AID 1379; note: % is set by controls: 0 for no effect and ±100 for the full control effect; nearly all actives have a fitted effect of over 60% in size
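Recombinant Kinase-Glo luciferase, 10 uM ATP (linear range), luciferin; imidazole pH 7.2 / KCl / MgCl2 / Tween / BSA buffer; 8 min RT; luminescence.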
RGS12 GoLoco inh = RGS12 GoLoco-Gai1 interaction inhibition. AID 880. hit rate 0.44% among 230,000. P63096. Gai1:RGS12 GoLoco peptide FP, rhodamine, 10 min. Potency, µM (highest dose often 61.6 µM), for inactives: top-dose activity, negative = inhibition, actives largely listed as inhibitors; active = well fitted inhibition curve with a large enough effect, not every such curve was filed as active; inactive = no such curve, though single readings can be large or run the other way; note: % is set by controls: 0 for no effect and ±100 for the full control effect; nearly all actives have a fitted effect of over 30% in size; many of its hits are not listed in these tables
Target sequence (P63096 whole entry, looked up): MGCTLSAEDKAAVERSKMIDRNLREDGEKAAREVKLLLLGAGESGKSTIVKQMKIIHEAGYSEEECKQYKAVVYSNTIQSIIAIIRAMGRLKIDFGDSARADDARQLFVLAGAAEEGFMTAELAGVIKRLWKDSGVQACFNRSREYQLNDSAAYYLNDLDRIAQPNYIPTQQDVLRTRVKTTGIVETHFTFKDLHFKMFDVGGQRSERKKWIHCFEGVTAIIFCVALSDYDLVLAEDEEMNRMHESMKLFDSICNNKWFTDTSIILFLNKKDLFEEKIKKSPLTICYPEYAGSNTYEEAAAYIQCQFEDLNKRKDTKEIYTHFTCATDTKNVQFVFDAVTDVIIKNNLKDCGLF
IMPase Li inh = cell-permeable IMPase inhibitors with lithium potentiation. CHO-M1 cells, IP1 TR-FRET (IP-One), carbachol + lithium. Potency, µM (titrated, usually from 59.4 µM), without a hit: at the highest dose activity, negative = IMPase inhibition, hits mostly inhibitors. hit rate 0.35% among 210,000;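 note: IP1 builds up when IMPase is blocked and the TR-FRET signal falls; plate controls were basal vehicle for no effect and high inhibitor control for full effect; nearly all actives have a fitted effect of over 50% in size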
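Steps: plate 2000 CHO-M1 cells per well and culture 16–30 h; add compound and lithium; incubate 30 min, 37C; add d2-IP1 tracer and Eu cryptate anti-IP1 antibody in lysis buffer; read after 10 min at room temperature.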
KDM4E inh = JMJD2E (human) inhibition. JMJD2E catalytic domain, FDH-coupled NADH fluorescence (FDH is formaldehyde dehydrogenase). Potency, µM (top dose mostly 57.1 µM), for inactives: top-dose activity change, negative = inhibition, usual class: inhibitors. hit rate 1.6% among 230,000; active = well fitted inhibition curve with a large enough effect, not every such curve was filed as active; inconclusive = small, poorly fitted or top-dose-only effect, or another doubt; inactive = no such curve, though single readings can be large or run the other way;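 note: 0% = wells with enzyme and -100% = buffer wells without enzyme; nearly all actives have a fitted effect of over 50% in size; many of its hits are not listed in these tables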
Target sequence (B2RXH2 1-337 limits assumed): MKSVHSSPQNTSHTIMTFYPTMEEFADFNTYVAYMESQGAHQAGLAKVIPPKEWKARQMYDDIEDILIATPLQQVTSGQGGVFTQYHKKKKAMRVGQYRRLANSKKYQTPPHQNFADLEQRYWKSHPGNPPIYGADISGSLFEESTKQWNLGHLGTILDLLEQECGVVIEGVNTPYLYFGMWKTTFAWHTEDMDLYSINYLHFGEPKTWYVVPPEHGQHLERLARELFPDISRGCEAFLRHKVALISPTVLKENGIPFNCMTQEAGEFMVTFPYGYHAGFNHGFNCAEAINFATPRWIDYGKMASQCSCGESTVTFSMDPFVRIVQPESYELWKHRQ
RECQ1 inh = inhibitors of human RECQ1 DNA helicase; P46063; RECQ1 DNA unwinding, red fluorescence kinetic read; Potency, µM (highest dose often 57.3 µM), for the others: at the top dose activity, negative = inhibition, usual class: inhibitors; hit rate 0.54% among 240,000; AID 2549;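 note: plate controls were vehicle for no effect and no enzyme for full effect; nearly all actives have a fitted effect of over 30% in size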
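50 nM RECQ1T1 preincubated 15 min with compound in Tris pH 8.0 buffer with MgCl2, DTT, Tween-20 and 2.5 ug/ml poly(dI-dC); started with 200 nM TAMRA/BHQ-2 forked duplex and 2 mM ATP. Unwinding read as fluorescence (525/598 nm), two reads 2 h apart.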
SMN2 splice enh = increases expression of the SMN2 splice variant. Potency, µM (series often up to 46.1 µM), without a hit: at the top dose activity change, positive = activation, hits mostly activators. hit rate 2.8% among 210,000. AID 1458. HEK293 SMN2-luciferase splicing reporter, luminescence, 30-36 h; note: % of control where 0% means no effect; nearly all actives have a fitted effect of over 55% in size
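HEK293 cells carry an SMN2 minigene-luciferase reporter in which exon 7 inclusion puts luciferase in frame. Cells were seeded at 2000 cells/well, attached for 10-12 hours, then exposed to compounds for 30-36 hours at 37C before ONE-Glo luminescence.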
Epigenetic derep = regulators of epigenetic silencing causing reporter derepression in mouse cells | murine LDR cells, GFP reporter derepression, 30 h | AID 1865 | Potency, µM (highest dose often 53.9 µM), for the others: at the highest dose GFP activation, most hits filed as activators | hit rate 0.2% among 280,000; note: % of control where 0% means no effect; nearly all actives have a fitted effect of over 60% in size
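Derepression of a silenced CMV-GFP reporter in murine LDR cells is scored by enumerating GFP-positive cells with a laser-scanning microplate cytometer after 30 hours of treatment at 37 C.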
NPSR antag = blocks cAMP signaling of the human neuropeptide S receptor. Potency, µM (titrated, usually from 38.3 µM), for the others: top-dose activity change, negative = inhibition, usual class: inhibitors. CHO-NPSR cells, cAMP TR-FRET, antagonist mode. AID 1461. hit rate 1% among 220,000. Q6W5P4; note: % is set by controls: 0 for no effect and ±100 for the full control effect; nearly all actives have a fitted effect of over 50% in size; many of its hits are not listed in these tables
Target sequence (Q6W5P4 whole entry, looked up): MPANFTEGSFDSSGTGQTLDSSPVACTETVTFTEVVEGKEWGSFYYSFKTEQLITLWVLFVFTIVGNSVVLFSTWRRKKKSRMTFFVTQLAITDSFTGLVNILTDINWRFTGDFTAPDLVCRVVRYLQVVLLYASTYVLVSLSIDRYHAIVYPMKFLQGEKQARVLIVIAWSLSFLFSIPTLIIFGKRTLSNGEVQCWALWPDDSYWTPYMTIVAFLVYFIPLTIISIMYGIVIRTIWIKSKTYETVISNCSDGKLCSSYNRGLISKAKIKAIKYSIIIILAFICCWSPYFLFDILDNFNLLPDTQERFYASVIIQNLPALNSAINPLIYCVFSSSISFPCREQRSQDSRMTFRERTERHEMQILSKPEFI
The depositor's hits bear a star; i = inactive; ? = inconclusive; · = not tested or not shown; [ ] = another dose, or the depositor's remark. Unless noted, calls come from the whole dose curve; as a rule, active = well fitted curve in the direction sought with a large enough effect; inconclusive = small, poorly fitted or top-dose-only effect, or another doubt; inactive = no such curve, though single readings can be large; an effect the other way counts as inactive or inconclusive. Potency is the fitted concentration of half-maximal effect.

SMILES	KinaseGlo FLuc	RGS12 GoLoco inh	IMPase Li inh	KDM4E inh	RECQ1 inh	SMN2 splice enh	Epigenetic derep	NPSR antag
CC(=O)NC1=NN(C(C)=O)C(C)(CC(=O)OC(C)(C)C)S1 (stereo unspecified)	1%	-14%	-2%	0%	0%	·	-1.4%	-10%
CC(=O)N/C(=C\c1ccc(C)cc1)C(=O)O	2%	7%	-7%	1%	0%	-52%	3.0%	8%
O=C(NCc1ccccn1)C(=O)N/N=C/c1ccccc1O	·	-1%	·	6.3µM*	24%	·	-1.1%	9%
COc1cc(NC(=O)c2cccs2)c(OC)cc1NC(=O)CCn1nnc2ccccc21	·	·	·	-7%	-6%	·	7.7%	-13%[46.1 µM]
CCOC(=O)C1CCCN(C2CC(=O)N(c3ccc(C)cc3)C2=O)C1 (stereo unspecified)	0%	2%	24%[38.3 µM]	-2%	-14%	-3%	0.2%	0%[46.1 µM]
O=C(Nc1ncccn1)c1ccc([N+](=O)[O-])o1	-1%	2%	-5%	232%[activator]	i	8%	0.0%	0%
CCn1ncc(C2=NOC(C(=O)Nc3cc(OC)c(Cl)cc3OC)C2)c1C (stereo unspecified)	-1%	6%	-11%[38.3 µM]	7%	-1%	-13%	1.5%	2%[46.1 µM]
Cc1ccc(-n2nc3c(c2NC(=O)/C=C\c2ccc4c(c2)OCO4)CSC3)cc1	-2%	3%	5%	?	-10%	3%	-1.7%	-13%
COc1cc(-c2nc(-c3ccccn3)no2)cc(OC)c1OC	9%	5%	-14%[38.3 µM]	-10%	i	17%	-0.1%	-17%[46.1 µM]
COc1ccc(NC(=O)c2sc(NC(=O)COc3ccccc3)nc2C)cc1	?	0%	2%[38.3 µM]	80%[activator]	18%	11%	-1.3%	-9%[46.1 µM]
S=C(NCC1CCCO1)Nc1cccc2ccccc12 (stereo unspecified)	1%	14%	6%	?	6%	·	0.0%	-16%
COc1ccccc1C(=O)Nc1ccc(S(=O)(=O)Nc2cc(C)on2)cc1	5%	-7%	8%[38.3 µM]	-2%	6%	2%	-5.5%	-8%[46.1 µM]
C=CCn1c(SCC(=O)Nc2ccccc2OC)nc(O)c(CC)c1=O	-1%	40%[activator]	-7%[38.3 µM]	-8%	-11%	4%	-0.1%	-18%[46.1 µM]
CC(C)[C@@H](CC(=O)N[C@@H]1CCNC[C@H]1C(=O)N[C@H](CC(=O)N[C@@H](CCC(=O)O)CC(=O)O)Cc1c[nH]c2ccccc12)NC(=O)C[C@H](Cc1ccccc1)NC(=O)[C@@H]1CNCC[C@H]1N	0%	7%	11%	16%	-15%	-7%	-1.1%	·
O=C(COC(=O)c1ccccc1)c1ccc(Br)cc1	?	-5%	-7%[38.3 µM]	4%	i	8%	-0.8%	-12%[46.1 µM]
CCCC(CCC(=O)Nc1ccc(C(=O)OCC)cc1)C(=O)O (stereo unspecified)	4%	-3%	11%	5%	-2%	-7%	0.8%	1%[46.1 µM]
COC(=O)[C@H]1C[C@@H]1[C@H](NC(=O)[C@H]1C[C@@H]1[C@H](NC(=O)OCc1ccccc1)c1ccccc1)c1ccccc1	-5%	-17%	26%	-8%	-1%	28%	-1.7%	10%
COc1ccc(NC(=O)C2=C(C)Nc3nc(CCCO)nn3C2c2ccc(OC)c(OC)c2)cc1 (stereo unspecified)	3%	15%	1%	6%	i	-13%	1.4%	13%
Cc1cccc(NC(=S)NNC(=O)COc2ccc(Cl)cc2Cl)c1	1%	-12%	6%	-2%	-8%	-18%	18%	-12%[46.1 µM]
CCCCC(=NCCc1c(C)[nH]c2ccccc12)C1=C(O)CC(c2ccccc2)CC1=O (stereo unspecified)	4%	13%	9%	5%	-8%	-78%[inhibitor]	-1.1%	7.9µM*
CCCCn1c(NC(=O)CC)c(C#N)c2nc3ccccc3nc21	-1%	31%[activator]	11%[38.3 µM]	?	-4%	-4%	-1.7%	0%[46.1 µM]
O=c1cc(CSc2nc3ccccc3[nH]2)c2ccccc2[nH]1	-5%	34%[activator]	33%[activator][38.3 µM]	3%	-23%	-15%	7.4%	-13%[46.1 µM]
Nc1cc(C(=O)OCC(=O)N2CCCC2)ccc1Cl	-5%	16%	21%[38.3 µM]	?	1%	-10%	-1.1%	-14%[46.1 µM]
O=C(Cn1c(O)c(/C=C2\C=Nc3ccc(Br)cc32)sc1=O)N1CCCC1	-1%	-7%	23%[38.3 µM]	-5%	i	-10%	1.7%	-13%[46.1 µM]
O=C(CCCOc1ccc(Cl)cc1Cl)NCc1ccccn1	3%	11%	-6%	3%	i	2%	-3.2%	-1%
CCn1c(SCC(=O)N=Nc2c(O)[nH]c3ccccc23)nnc1-c1ccc(C(C)(C)C)cc1	3%	10%	1%	7%	-5%	1%	0.0%	20%
CCC(C)(C)n1nnnc1C(c1cc2cccc(C)c2[nH]c1=O)N1CCCC1 (stereo unspecified)	1%	24%	-4%	?	-3%	-14%	0.0%	-21%[46.1 µM]
Cc1cc(C(F)F)n2nc(C(=O)Nc3ccc(S(=O)(=O)NC45CC6CC(CC(C6)C4)C5)cc3)nc2n1	-4%	14%	5%[38.3 µM]	?	3%	22%	-0.4%	-23%[46.1 µM]
CCN(CC)C(=O)CSc1nc(OC)cc(=O)[nH]1	3%	-11%	0%	-3%	-14%	2%	-3.2%	18%
COc1ccc(NC(=O)CSc2nncs2)cc1S(N)(=O)=O	·	2%	·	-2%	i	·	-1.6%	-11%
O=C(NC(=S)Nc1cccc(O)c1)c1ccco1	·	1%	·	-3%	-3%	·	1.1%	30%
CC(C)NC(=O)CCCn1cc([N+](=O)[O-])cn1	2%	4%	-1%	-5%	i	5%	2.3%	8%
COc1ccc(S(=O)(=O)Oc2ccc3ccccc3c2)cc1	1%	8%	16%	9%	-19%	?	2.2%	3%
CCCCCSc1nc2c(c(=O)[nH]c(=O)n2C)n1CCc1ccccc1	1%	-3%	16%[38.3 µM]	3%	-8%	-6%	0.0%	8%[46.1 µM]
COC(=O)COc1nc(C)c2c(c1C#N)CC(C)(C)OC2	-7%	-10%	29%[38.3 µM]	3%	-13%	6%	-1.0%	-4%[46.1 µM]
CCOc1ccc(OCC)c(NC(=O)CC2Oc3ccccc3NC2=O)c1 (stereo unspecified)	-2%	6%	-1%[38.3 µM]	-4%	-8%	-15%	-8.9%	-5%[46.1 µM]
COc1cccc(C(=O)/C=C/Nc2ccc(S(=O)(=O)Nc3onc(C)c3C)cc2)c1	0%	12%	15%	-10%	-12%	14%	-1.0%	-24%
O=C(NCc1ccccc1)C1CCCN(C(=O)Nc2ccccc2)C1 (stereo unspecified)	-1%	-13%	25%[38.3 µM]	6%	i	13%	-1.0%	1%[46.1 µM]
N/C(=N\OC(=O)COc1ccc2ccccc2c1)c1cccnc1	1%	4%	23%	-2%	-18%	-29%	-1.1%	15%
O=C(CN(c1ccccc1F)S(=O)(=O)c1ccccc1)Nc1ccccc1C(=O)N1CCOCC1	-1%	-5%	7%	-3%	i	-6%	-4.5%	3%

The final 2 records of the section before open the next one:
SMILES	KinaseGlo FLuc	RGS12 GoLoco inh	IMPase Li inh	KDM4E inh	RECQ1 inh	SMN2 splice enh	Epigenetic derep	NPSR antag
N/C(=N\OC(=O)COc1ccc2ccccc2c1)c1cccnc1	1%	4%	23%	-2%	-18%	-29%	-1.1%	15%
O=C(CN(c1ccccc1F)S(=O)(=O)c1ccccc1)Nc1ccccc1C(=O)N1CCOCC1	-1%	-5%	7%	-3%	i	-6%	-4.5%	3%
CCC(=O)Nc1ccc(-c2nnc(-c3ccccc3)o2)cc1	·	·	·	-5%	i	·	-1.0%	-15%[46.1 µM]
COc1cccc(C2CC(c3cccs3)=NN2S(C)(=O)=O)c1OC (stereo unspecified)	4%	108%[activator]	4%	2%	i	·	-3.3%	-5%
COC(=O)/C=C/C(=O)Nc1cccnc1	·	·	·	?	i	·	-1.0%	-9%[46.1 µM]
COc1ccc(Cn2cccc(NC(=O)Nc3cccc(OC)c3)c2=O)cc1	·	-2%	·	?	?	·	-1.7%	-12%
CN(C)c1ccc(C(=O)/C=C/c2ccccc2)cc1	-4%	5%	8%	-6%	-16%	22µM*	-0.1%	-20%
COC(=O)c1ccc(N2CCN(C)CC2)c(NC(=O)c2cc3ccccc3o2)c1	-2%	2%	14%[38.3 µM]	4%	-2%	-34%[inhibitor]	-0.2%	-18%[46.1 µM]
COc1cc(OC)c(NS(=O)(=O)c2ccc(Cl)c(C(=O)OC(C)C(=O)N3CCCC3)c2)cc1Cl (stereo unspecified)	0%	5%	-3%	-1%	-3%	-35%[inhibitor]	-1.1%	10%
OC(COc1c(Br)cc(Br)cc1Br)CN1CCOCC1 (stereo unspecified)	-3%	-22%	0%[38.3 µM]	0%	-8%	-19%	1.6%	7%[46.1 µM]
CCOC(=O)c1c(C)n(C)c2cc(OCCN(CC)CC)ccc12	-2%	2%	23%[38.3 µM]	5%	8%	17%	1.2%	7%[46.1 µM]
COc1ccc(NC(=O)Cn2c(=O)n(-c3ccccc3)c(=O)c3sccc32)c(OC)c1	1%	-3%	-21%	-2%	-15%	0%	-5.1%	2%
CCCCCOC(=O)Cn1c(=O)c2c(nc(N3CCOCC3)n2C)n(C)c1=O	-4%	-7%	27%[38.3 µM]	-4%	-8%	-16%	0.7%	-10%[46.1 µM]
O=c1c2oc3ccccc3c2ncn1Cc1cccc(Cl)c1	0%	2%	-3%	-8%	-14%	22%	-0.2%	-5%
CCc1nnc(NC(=O)c2nn(-c3ccccc3)nc2C)s1	·	1%	·	-5%	-1%	·	-1.4%	-3%[7.67 µM]
O=C(O)C1CCCN(S(=O)(=O)c2ccc(Br)cc2)C1 (stereo unspecified)	-1%	10%	10%[38.3 µM]	6%	-5%	12%	-1.0%	-11%[46.1 µM]
O=C(Nn1c(-c2ccc(F)cc2)nc2ccccc2c1=O)c1cccnc1	0%	5%	2%	-2%	2%	-15%	2.6%	9%
COc1ccc(C(C)NC(=O)C2CCCO2)cc1OC (stereo unspecified)	-7%	8%	10%[38.3 µM]	3%	1%	-5%	-1.2%	6%[46.1 µM]

An excerpt (hit frequency here may not be typical).
